NR2E3 ag-1: NR2E3 (human) agonism; Q9Y5X4; GST-NR2E3/biotin-RetCOR TR-FRET, 1536-well; inhibition of corepressor binding, % at 4.78 µM; actives 0.12% (n = 320,000); AID 2300;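 active means percent inhibition above the cutoff of mean plus 3 SD of all tested compounds, set per screening campaign, cut at about 20% in these data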;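 further: 0% = DMSO wells and 100% = biotin wells as full block of FRET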
Target sequence (Q9Y5X4 whole entry, looked up): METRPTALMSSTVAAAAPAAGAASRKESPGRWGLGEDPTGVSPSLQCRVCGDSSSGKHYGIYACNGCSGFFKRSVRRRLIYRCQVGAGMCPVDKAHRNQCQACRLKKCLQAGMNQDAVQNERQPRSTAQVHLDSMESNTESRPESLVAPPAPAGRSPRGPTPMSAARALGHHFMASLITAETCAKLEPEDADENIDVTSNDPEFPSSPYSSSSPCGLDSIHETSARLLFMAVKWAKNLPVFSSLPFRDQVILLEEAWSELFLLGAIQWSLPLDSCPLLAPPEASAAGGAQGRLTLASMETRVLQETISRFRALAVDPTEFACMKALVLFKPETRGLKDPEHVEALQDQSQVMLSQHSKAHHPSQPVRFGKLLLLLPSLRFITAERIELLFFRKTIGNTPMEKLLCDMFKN
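Format: 1536-well format; test system: GST-NR2E3 and biotin-RetCOR proteins; read-out basis: percent inhibition of TR-FRET ratio; timing: 5 h incubation at 4 °C; detection: time-resolved FRET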
HIF-2a block: blocks HIF-2a reporter activity | 786-0 RCC cells HIF-2a reporter, luciferase luminescence, overnight | inhibition, % at 18.8 µM | actives 0.72% (n = 360,000) | AID 624352;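 active means inhibition of the luminescence signal of 40% or more relative to plate controls, in a single-dose primary screen at 18.75 µM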
CF NFkB inh: inhibitors of cystic fibrosis induced NF-kB | KKLEB NF-kB-GFP reporter, PAF-induced, GFP fluorescence overnight | inhibition, % at 5 µM | actives 0.86% (n = 360,000) | AID 588850;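 active means at least 50% inhibition at 5 µM, scaled per plate between neutral and stimulator controls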;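 further: PAF is a Pseudomonas aeruginosa culture filtrate used as stimulus; plate controls were PAF-stimulated DMSO wells for no effect and unstimulated DMSO wells for full effect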
Shn3 3UTR inh: reduces Shn3 3'UTR luciferase signal in osteoblasts. Clone20 osteoblast Shn3 3'UTR firefly luciferase, 24 h. inhibition, % at 12.5 µM. actives 0.52% (n = 360,000). AID 588674;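 active means mean inhibition of at least 75% with every replicate also reaching 75%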;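 further: 0% = median of neutral control wells and 100% = pilot-screen positive control compound; some compounds past the cut are filed as inactive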
NR2E3 ag-2: agonists of human NR2E3 nuclear receptor | Q9Y5X4 | CHO-S Gal4-NCOR/VP16-NR2E3 two-hybrid, luciferase | inhibition of corepressor binding, % at 3.98 µM | actives 0.35% (n = 360,000) | AID 602229;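 active means inhibition above the mean of all tested compounds plus 3 SD, cut at about 70% in these data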;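 further: 0% = DMSO with NR2E3 transfected cells and 100% = cells lacking NR2E3 construct; higher means lower luciferase signal from less NR2E3 corepressor binding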
TWEAK Fn14 block: TWEAK-Fn14 signaling inhibition. inhibition, % at 10 µM. actives 2% (n = 360,000). TWEAK-stimulated Fn14 reporter cells, luciferase luminescence, 8 h. AID 1159606; in the data active means inhibition above about 50%
C8 TRAIL sens: caspase-8 TRAIL sensitization | NB7+C8 cells + TRAIL, ATPlite viability luminescence | inhibition (viability loss, TRAIL sensitization), % at 10 µM | actives 1% (n = 360,000);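 active means compounds causing at least 50% loss of cell viability in the single-dose screen, relative to plate controls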
TRPM1 prom inh: reduces MITF-dependent TRPM1 promoter luciferase signal; inhibition, % at 12.5 µM; actives 0.83% (n = 330,000); SK-MEL-5 TRPM1 promoter luciferase, 24 h;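 active means mean inhibition across replicates of 60% or more, whatever share of single replicates reaches that level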; further: values of inactives mirror those of a sister screen read the other way
KKLEB cytotox: counter-screen for CF NF-kB inhibitors: cytotoxicity | KKLEB CF airway cells viability, ATPlite luminescence, overnight; stronger effect = lower value; cells stimulated with P. aeruginosa culture filtrate | activity change (cytotoxicity), % at 5 µM | actives 0.36% (n = 360,000) | AID 602141;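 active means corrected activity change at or below -50% at 5 µM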
Peg3 promoter: reduces Peg3 promoter-driven luciferase expression in HeLa | HeLa PEG-Prom luciferase reporter, luminescence, overnight | inhibition, % at 20 µM | actives 1.7% (n = 360,000) | AID 588405;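 active means inhibition of at least 50% at 20 µM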
TROY NFkB inh: blocks TROY-dependent signaling in reporter cells. Q293 LMP1-TROYcd NF-kB luciferase reporter, 4 h. AID 1347056. actives 0.98% (n = 360,000). inhibition, % at 10 µM;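 active means compounds whose plate-normalised and pattern-corrected inhibition of the luciferase reporter signal at the single screening dose is 50% or more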
Active calls of the source: *; nt = not tested or not shown. Not all compounds are listed (hit frequency here may not be typical).

Sample of the layout (two entries):
SMILES | NR2E3 ag-1 | HIF-2a block | CF NFkB inh | Shn3 3UTR inh | NR2E3 ag-2 | TWEAK Fn14 block | C8 TRAIL sens | TRPM1 prom inh | KKLEB cytotox | Peg3 promoter | TROY NFkB inh
COc1ccc(S(=O)(=O)N2CCCCC2)cc1NC(=O)c1ccc2ccccc2n1 | 0.2 | -27.3 | 7.7 | 59.0 | -39.0 | 22.0 | -4.4 | 3.2 | -6.7 | 2.8 | -23.1
Cc1nc2ccccn2c1C(=O)NN=C1CCCC1 | -1.1 | -12.2 | 5.4 | -5.6 | -12.4 | -7.7 | -1.2 | 0.0 | 4.3 | 7.5 | 1.9

This part in full, from the first entry:
SMILES | NR2E3 ag-1 | HIF-2a block | CF NFkB inh | Shn3 3UTR inh | NR2E3 ag-2 | TWEAK Fn14 block | C8 TRAIL sens | TRPM1 prom inh | KKLEB cytotox | Peg3 promoter | TROY NFkB inh
COc1ccc(S(=O)(=O)N2CCCCC2)cc1NC(=O)c1ccc2ccccc2n1 | 0.2 | -27.3 | 7.7 | 59.0 | -39.0 | 22.0 | -4.4 | 3.2 | -6.7 | 2.8 | -23.1
Cc1nc2ccccn2c1C(=O)NN=C1CCCC1 | -1.1 | -12.2 | 5.4 | -5.6 | -12.4 | -7.7 | -1.2 | 0.0 | 4.3 | 7.5 | 1.9
Nc1nnc(SCC(=O)Nc2cccc(S(N)(=O)=O)c2)s1 | -1.3 | 19.2 | 12.6 | -10.7 | -26.3 | -14.3 | 1.2 | 0.7 | -6.1 | 10.3 | -2.4
O=C1/C(=C/c2ccc3c(c2)OCO3)Oc2cc(OCC(=O)N3CC(O)C[C@H]3C(=O)O)ccc21 (stereo partly drawn) | -0.8 | -7.1 | -16.4 | 4.2 | -20.3 | -15.1 | 24.0 | 6.6 | 7.8 | -3.8 | -2.9
CC(=NNC(=O)c1cccs1)c1ccc2c(c1)OCCO2 | nt | -225.5 | 2.8 | -128.9 | -114.1 | 4.5 | 11.6 | -103.8 | -9.4 | -350.8 | -38.2
CC(C)C[C@H]1CN([C@@H](Cc2ccc(O)cc2)CN2CCC[C@@H]2CN2C(=S)NC[C@@H]2Cc2ccccc2)C(=S)N1CCc1ccccc1 | nt | -15.4 | 9.1 | 49.1 | 11.4 | 13.6 | -3.9 | nt | -24.2 | 19.0 | 16.3
COc1ccc(CCNS(=O)(=O)c2ccc(S(=O)(=O)N3CCCC3)cc2)cc1OC | 3.2 | 6.9 | 12.0 | 26.8 | 17.0 | 11.2 | -20.3 | 1.7 | -6.3 | 10.2 | -9.9
CC1=CC(C)(C)Nc2ccc(OS(=O)(=O)c3ccc(C)cc3)cc21 | 4.3 | -32.6 | -5.5 | 16.7 | 1.9 | 6.9 | -7.9 | 2.8 | -21.1 | 10.8 | 10.6
O=C(NCCc1ccc(Cl)cc1)c1n[nH]c2ccccc12 | 3.5 | -242.6 | -18.8 | -1.0 | -59.0 | -24.0 | 7.0 | -50.5 | 14.9 | -152.7 | -29.5
CC(NC(=O)c1ccc([N+](=O)[O-])cc1[N+](=O)[O-])c1ccc(-c2ccccc2)cc1 (stereo not drawn) | 1.3 | -9.2 | -2.0 | 34.0 | 3.1 | 5.8 | -2.6 | 19.6 | -17.8 | 11.5 | -8.4
Cc1nc2ccc(C(=O)N3CCN(c4ccccc4)CC3)cn2c1N(C)C(=O)CCc1ccccc1 | nt | 10.0 | -5.4 | -11.0 | 13.9 | -18.0 | -3.0 | nt | -6.0 | 0.3 | -8.1
CCn1ncc(CN2CCC(C(=O)Nc3cccc(-c4cccc(F)c4)c3)CC2)c1C | 0.4 | 9.2 | -7.2 | -14.5 | -13.4 | 4.1 | 17.8 | 3.4 | -6.3 | 40.8 | -8.1
S=c1[nH]nc(-c2ccncc2)n1Cc1ccco1 | -3.4 | 1.9 | -5.7 | 3.1 | -2.9 | -0.2 | -14.4 | 2.8 | -14.7 | -7.3 | -5.7
O=C(NCCN1CCOCC1)c1cc(-c2ccc(Cl)c(Cl)c2)on1 | -0.5 | -32.1 | 8.1 | -8.8 | -12.4 | -8.1 | -2.4 | 1.3 | -2.7 | -14.6 | -9.8
O=C(OCc1c(-c2ccccc2)ncc2ccccc12)c1ccc(F)cc1 | nt | -46.9 | -0.3 | -14.9 | -47.2 | -25.4 | 0.2 | -8.6 | 5.8 | 7.7 | -16.7
CC(C)(C)Cc1c(-c2cccc(Cl)c2)nc2ccc(Cl)cn12 | nt | -61.0 | 14.2 | 1.6 | -7.1 | -8.7 | -4.9 | nt | -7.4 | -8.8 | -8.2
O=C(Nc1ccnn1C1CCN(C2CCC2)CC1)c1ccccc1Cl | 0.7 | 9.5 | -11.2 | 1.5 | -30.7 | 21.5 | 1.0 | 1.7 | 4.7 | 14.9 | -6.5
CCn1c(SCc2ccccc2)nnc1-c1ccc(S(=O)(=O)N2CCCCC2)cc1 | -1.0 | 19.8 | 3.3 | 19.3 | 34.9 | -13.6 | 10.5 | 8.6 | -7.6 | 21.4 | 0.3
COC(=O)c1cccc([N+](=O)[O-])c1CS(=O)(=O)c1ccc(C)cc1 | 0.0 | 9.6 | -6.0 | -1.4 | -14.1 | 3.2 | -2.5 | -8.3 | 3.9 | -5.5 | 1.1
COc1ccccc1NC(=O)CC(=O)c1cccc([N+](=O)[O-])c1 | 1.1 | 7.3 | -2.2 | 6.6 | -44.3 | -13.1 | 5.5 | 8.6 | -0.6 | 4.8 | 1.9
N#Cc1c2c(c[nH]c1=O)CCN2Cc1ccccc1 | 1.1 | 18.3 | 7.1 | -10.8 | -19.7 | 13.4 | -0.5 | 0.8 | 4.5 | 8.3 | -0.2
Cc1c(C(=O)Nc2ccc(F)cc2)cn2c(nc3ccccc32)c1C#N | 1.2 | 7.6 | -20.2 | -10.3 | -30.2 | -28.0 | 1.6 | -6.1 | -2.8 | 29.6 | -29.1
CN(c1ccc(F)cc1)S(=O)(=O)c1ccc(Cl)c(C(=O)NCC(c2ccco2)N2CCCCC2)c1 (stereo not drawn) | nt | 8.9 | 7.1 | 12.8 | -45.4 | 3.2 | 1.8 | 25.8 | -5.8 | 17.6 | -19.4
O=C(NCCOc1ccccc1)C1CCC(=O)N(CCN2CCOCC2)C1 (stereo not drawn) | 0.3 | 4.0 | 11.4 | -20.7 | -31.3 | 17.8 | -13.0 | 5.4 | -2.2 | -1.6 | 13.9
COc1ccc(OC)c(NC(=O)COC(=O)c2ccc(S(=O)(=O)N3CCOCC3)cc2)c1 | -3.9 | 5.6 | 0.6 | 4.4 | -13.4 | -17.0 | -13.8 | -7.0 | -3.3 | 2.9 | 11.2
Fc1cccc(Cc2c(C3CCCCC3)nc3ccc(Cl)cn23)c1 | nt | 1.8 | -2.3 | 11.3 | -8.8 | -1.7 | -7.5 | nt | -18.5 | 12.8 | 2.2
COc1ccc(C2CN=NC23CCc2ccccc2C3=O)cc1 (stereo not drawn) | -0.8 | -23.5 | -0.6 | 16.0 | -26.6 | -6.3 | 14.3 | 7.9 | -0.2 | 30.1 | 16.1
COc1ccccc1C(=O)NC1CCN(C(=O)Nc2ccc(F)cc2)CC1 | -2.4 | 10.7 | -5.2 | 10.2 | 18.1 | 9.5 | -5.1 | 2.6 | 3.8 | 22.9 | 8.7
CCOC(=O)C(=Cc1ccccc1OC)C(=O)OCC | -0.6 | 56.9* | 26.4 | -47.1 | -0.5 | 81.9* | 21.0 | 22.1 | 2.5 | 33.3 | 36.4
CCOC(=O)CN1C(=O)SC(Nc2ccc(C)cc2)C1=O (stereo not drawn) | -0.9 | 3.6 | 6.8 | 8.2 | -8.8 | 10.5 | -11.7 | -3.9 | -2.9 | 1.3 | -6.0

Compound profiles (already shown). Values in the order: NR2E3 ag-1, HIF-2a block, CF NFkB inh, Shn3 3UTR inh, NR2E3 ag-2, TWEAK Fn14 block, C8 TRAIL sens, TRPM1 prom inh, KKLEB cytotox, Peg3 promoter, TROY NFkB inh
Profile of `COc1ccccc1NC(=O)CC(=O)c1cccc([N+](=O)[O-])c1` → 1.1, 7.3, -2.2, 6.6, -44.3, -13.1, 5.5, 8.6, -0.6, 4.8, 1.9
Profile of `Cc1nc2ccccn2c1C(=O)NN=C1CCCC1` → -1.1, -12.2, 5.4, -5.6, -12.4, -7.7, -1.2, 0.0, 4.3, 7.5, 1.9

Next part.
SMILES | NR2E3 ag-1 | HIF-2a block | CF NFkB inh | Shn3 3UTR inh | NR2E3 ag-2 | TWEAK Fn14 block | C8 TRAIL sens | TRPM1 prom inh | KKLEB cytotox | Peg3 promoter | TROY NFkB inh
Brc1ccccc1Cn1cnc2ccccc21 | 4.0 | -1.3 | 21.8 | 1.2 | 12.9 | 6.4 | -0.6 | 8.7 | -4.5 | -2.6 | 28.7
COc1ccccc1Cc1c(C(C)(C)C)nc2c3ccccc3ccn12 | nt | 1.8 | -9.8 | 11.4 | -14.4 | 19.0 | 6.0 | nt | -15.8 | 5.2 | 14.2
Cc1cc(SC(C)C(=O)NCC(=O)Nc2ccc(F)c(F)c2F)nc2ccccc12 (stereo not drawn) | 1.6 | 14.4 | 26.4 | 13.4 | -14.0 | -17.9 | -14.8 | 12.9 | -39.0 | 18.5 | 2.7
Cc1ccc(CN=c2c([N+](=O)[O-])nn(-c3cccc(C)c3)n2O)cc1 | -1.9 | -202.0 | 18.8 | -38.7 | -72.5 | -5.5 | 49.0* | -2.4 | 6.3 | 13.7 | -26.5
O=C1CCCN1CCC1CCN(C2CC(=O)N(Cc3ccc(N4CCCC4=O)cc3)C2=O)CC1 (stereo not drawn) | 3.4 | 3.9 | 6.8 | -6.4 | -7.5 | 3.6 | -6.5 | 25.7 | 4.3 | -4.3 | 8.5
CCN1CCN(CC#CCOc2ccccc2OC)CC1 | 0.8 | 11.3 | -5.7 | -5.0 | 5.2 | -6.8 | 10.9 | -16.6 | -2.4 | 21.5 | 3.1
CCOC(=O)Cn1c(=O)oc2cc(S(=O)(=O)Nc3cc(Cl)ccc3OC)ccc21 | 1.4 | -1.3 | -33.7 | -3.5 | -20.0 | 11.8 | 12.3 | nt | -1.5 | 10.6 | -4.2
O=S(=O)(c1ccccc1)N1CCN(c2ncnc3scc(-c4ccccc4)c23)CC1 | 1.2 | 23.8 | -9.3 | -0.7 | -8.3 | 14.0 | 36.6 | 18.6 | 0.9 | 42.3 | 6.9
COc1ccc(N2CCN(C(C)C(=O)N(C)Cc3ccccc3)CC2)cc1 (stereo not drawn) | 1.6 | 16.2 | -4.5 | 4.1 | 2.9 | 20.1 | 4.8 | 2.2 | -3.9 | -1.4 | -9.4

Assay outcomes (PubChem)
